Screens: PubChem, SRMLSC
SKBR3 24h inh: SK-BR-3 proliferation inhibitors, primary screen, cell-based, human, 24 h | SK-BR-3 viability, CellTiter-Glo ATP luminescence; active compounds read low | viability, % at 10 µM | 41,000 tested, 0.47% active;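 active means viability at or below the median of all test compounds minus 3 SD, in both replicates if run twice, cut at about 45% in these data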;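 further: 100% = median untreated cell wells and 0% = median positive control drug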
* marks the source's active call; other numbers are inactive results.

structure	SKBR3 24h inh
S=c1nc(C2CCCCC2)[nH][nH]1	93.0
Cc1cc(S(=O)(=O)Nc2ccccc2C)ccc1F	97.2
COC(=O)c1cc2c(=O)n3ccccc3nc2n(Cc2cccnc2)c1=N	95.5
COc1ccc(S(=O)(=O)Nc2ccc(S(=O)(=O)N3CCCCC3)cc2)cc1	76.7
CCc1ccccc1NC(=O)CSc1nc2ccccc2n1CC(=O)N(C)C	92.8
CN(C)CCCN1C(=O)C(=O)/C(=C(/O)c2ccncc2)C1c1ccccc1 (centres undefined)	84.8
COc1ccc(NCc2nnc(SCC(=O)N3CCCc4ccccc43)o2)cc1	81.6
CC1(C)OC(=O)N(c2cccnc2)C1(C)O (centres undefined)	81.7
CCC(=O)Nc1nc(C)c(C(=O)N2CCCCC2)s1	107.1
Cc1ccc(NC(=O)CN2CCC3(O)CCCCC3C2c2ccc3c(c2)OCO3)c(C)c1 (centres undefined)	77.6
COC(=O)[C@H](C)NC(=O)NCc1ccc(F)cc1	91.9
COCCn1c(NCc2ccc(C)cc2)nc2c1c(=O)[nH]c(=O)n2C	95.0

Rewritten as labelled records: 4 of the compounds above
CN(C)CCCN1C(=O)C(=O)/C(=C(/O)c2ccncc2)C1c1ccccc1 (centres undefined)
- SKBR3 24h inh = 84.8

COc1ccc(NCc2nnc(SCC(=O)N3CCCc4ccccc43)o2)cc1
- SKBR3 24h inh = 81.6

CC1(C)OC(=O)N(c2cccnc2)C1(C)O (centres undefined)
- SKBR3 24h inh = 81.7

CCC(=O)Nc1nc(C)c(C(=O)N2CCCCC2)s1
- SKBR3 24h inh = 107.1

Next compounds.
structure	SKBR3 24h inh
CNc1oc(-c2ccc(OCc3ccccc3)cc2)nc1C#N	115.4
CC1(C)CN=C(N2CCN(C3=NCC(C)(C)S3)CC2)S1	84.8
COC(=O)[C@@H](NC(=O)Nc1ccc(OC)cc1)C(C)C	103.0
COc1ccc(CNc2oc(COc3ccc(Cl)cc3)nc2C#N)cc1	82.0
COc1ccc(S(=O)(=O)N2CCCC(C(=O)NCc3ccco3)C2)cc1Cl (centres undefined)	95.1
CCCCCCn1c(CN2CCN(Cc3ccccc3)CC2)nc2c1c(=O)n(C)c(=O)n2C	73.9
Clc1ccc(Sc2oc(/C=N/n3cnnc3)cc2Br)cc1	99.8
CC(C)CC(=O)CN1C(=O)C2(OCCO2)c2ccccc21	67.8
COc1ccccc1NC(=O)N(CCN(C)C)Cc1cc2cc(C)ccc2[nH]c1=O	91.5
C/C(NC1CCCC1)=C(/C#N)C(N)=O	84.7
CCOc1nc(NCCC2=CCCCC2)nc(N2CCOCC2)n1	68.9
O=C(O)C1C2C=CC(C2)C1C(=O)OCC1CCCO1 (centres undefined)	88.8
CS(=O)(=O)c1ncc(Cl)c(C(=O)Nc2ccc(N3CCOCC3)cc2)n1	69.8
O=C(Oc1ccc(-c2cn3c(n2)SCC3)cc1)c1ccccc1	92.3
c1coc(CNc2nc(N3CCCCC3)nc3ccccc23)c1	66.3
CN(C)CCNc1nc2c(c(=O)[nH]c(=O)n2C)n1CC(O)COc1ccc(Cl)cc1Cl (centres undefined)	85.5
O=C(NCc1cccs1)C1CCN(S(=O)(=O)c2ccc3c(c2)OCCO3)CC1	95.3
C=CCn1nnnc1SCC(=O)Nc1ccccc1C(=O)OC	111.3
CC(C)n1c(=NC(=O)c2ccco2)c(C#N)cc2c(=O)n3ccccc3cc21	86.2
CCCNC(=O)C1CN(S(=O)(=O)c2ccccc2)CCN1S(=O)(=O)c1ccccc1 (centres undefined)	87.2
O=C(O)c1cc2cc(Cl)ccc2oc1=O	89.1
COc1ccc(N(CC(=O)NC2CCCC2)C(=O)c2ccc(N3CCCCC3)nc2)cc1	98.8
CC1(C)CC(=O)C2=C(C1)NCN(Cc1ccc3c(c1)OCO3)C2	104.4
O=c1/c(=C\c2cccn2-c2ccccc2)sc2nc3ccccc3n12	86.3
Cc1sc2ncnc(NCc3ccco3)c2c1C	64.0
COc1ccc(-c2cc(=O)[nH]c(NCc3ccccc3)n2)cc1	91.7
CCCCn1ccc(=O)c2c(C(F)(F)F)nccc21	85.0
CCOCCOc1nc2c(c(=O)n(C)c(=O)n2C)n1CCc1ccccc1	76.2
O=C(NCCCn1ccnc1)c1cccnc1	66.2
CCOc1cc(C2Nc3ccccc3C(=O)N2c2ccccc2OC)ccc1O (centres undefined)	89.7
N#CC1(P(=O)(c2ccccc2)c2ccccc2)CC1	102.7
CCOC(=O)C1=C(C)NC(=O)NC1c1ccc(OC(C)C(=O)O)c(OC)c1 (centres undefined)	103.1
Cc1cccc(NC(=O)CSc2nnc(-c3ccccc3C)o2)c1	90.0
Cn1c(=O)c2c(ncn2CCCNC2=CC(C)(C)CC(=O)C2)n(C)c1=O	138.3
Cc1nc2nc(SCC(=O)C(C)(C)C)[nH]c2cc1Br	82.9
c1ccc(N2CCN(Cc3nnnn3C3CCCCC3)CC2)cc1	97.6
Cc1ccc(C)c(N2CCN(S(=O)(=O)c3ccc4c(c3)oc(=O)n4C)CC2)c1	95.9
COc1ccc(C(=O)Cn2c(=O)c(CCC(=O)O)nn3c4ccccc4nc23)cc1OC	114.5
Clc1ccc(-c2nn3c(C4COc5ccccc5O4)nnc3s2)cc1 (centres undefined)	103.2
Cc1nnc(SCC(=O)Nc2ccc(Br)cn2)[nH]c1=O	111.4
CSc1ccccc1C(=O)Nc1cccc(N(C)S(C)(=O)=O)c1	97.1
CCOc1ccc(Br)cc1CC(=O)O	128.7
OC1(c2cn(Cc3ccccc3)nn2)CCCCC1	89.3
CCN1CCn2c1nc(N1CCCCC1)nc2=O	86.2
CCc1ccc2c(c1)c1nc(C)sc1n2CC	88.4
Cc1ccc(NC(=O)CC2NCCNC2=O)cc1 (centres undefined)	103.2
CCn1c(=O)c(=O)[nH]c2cc(C(=O)N3CCN(c4ccccc4F)CC3)ccc21	91.4
O=C(C1CCN(S(=O)(=O)c2ccc3c(c2)OCCO3)CC1)N1CCc2ccccc21	80.6
Cc1cc(=O)[nH]c(SCC(=O)N2CCC(C(N)=O)CC2)n1	95.4
Cc1onc(-c2ccccc2Cl)c1C(=O)Nc1sc2c(c1C#N)CCC2	92.1
O=C(Oc1ccc(OC(=O)c2ccncc2)cc1)c1ccncc1	85.2
CC1(c2ccc3noc(-c4ccccc4)c3c2)OCCO1	59.9
CC(NC(=O)c1ccc(=O)oc1)c1ccccc1 (centres undefined)	104.3
Cc1ccc(-c2c3c(=O)n(C)c(=O)n(C)c3c3c(C)cc(C)nn23)cc1	80.8
Cc1c(NC(=O)c2c(F)c(F)c(F)c(F)c2F)c(=O)n(-c2ccccc2)n1C	91.3
O=C(c1ccccc1-c1ccccc1)N1CCOCC1	90.2
c1ccc(CSc2nnc(-c3ccco3)n2Cc2ccccc2)cc1	72.9
CN(C)CCN1C(=O)c2oc3ccc(Cl)cc3c(=O)c2C1c1cccc(Br)c1 (centres undefined)	99.7
COc1ccc(Cl)cc1NC(=O)CN(C)C(C)C(=O)NCC1CCCCC1 (centres undefined)	99.6
C(=N\c1nc2ccccc2n1CCN1CCCCC1)/c1ccc2c(c1)OCO2	81.5

(further entries)
structure	SKBR3 24h inh
COc1ccc(-c2cc(-c3ccc(OC)cc3)[nH]n2)cc1	109.5
O=C(NC1CCCC1)c1nc2c(nnn2Cc2cccc(Cl)c2)c(=O)[nH]1	83.9
O=C(CCC1CCCCC1)Nc1ccccc1O	112.2
O=C(NCc1cccs1)NC1CCCCC1	111.8
COC(=O)c1[nH]c2ccc(C)cc2c1NC(=O)CCN1CCN(Cc2ccc3c(c2)OCO3)CC1	91.4
CCc1oc2ccccc2c1C(=O)c1cc(Br)c(O)c(Br)c1	87.2
COc1ccc(-c2cc(C(=O)O)[nH]n2)cc1OC	70.9
CSc1nsc(SC)c1C(=O)OCC(F)(F)F	87.8
O=C(Cc1cccs1)Nc1ccc(Cl)cc1	86.6
CC(C)CN(Cc1cc2ccccc2[nH]c1=O)C(=O)c1cccnc1	82.2
CCOC(=O)c1sc(NS(=O)(=O)c2ccc(NC(C)=O)cc2)nc1C	93.4
COc1ccc(-c2oc3ncnc(NCCCN4CCOCC4)c3c2-c2ccc(OC)cc2)cc1	66.6
O=C(NCCCN1CCCCCC1)C1CC(=O)N(CCc2ccccc2)C1 (centres undefined)	102.3
COc1ccc(C(=O)Nc2ccc(S(=O)(=O)Nc3onc(C)c3C)cc2)cc1OC	98.2
C=C(C)c1ccc(C(C)(C)NC(=O)NCc2ccco2)cc1	101.6
C=CCNC(NC(=O)c1ccccc1)(C(=O)OCC)C(F)(F)F (centres undefined)	116.8
COc1ccc(C(O)c2nc3ccccc3s2)cc1 (centres undefined)	103.3
COCCn1nnnc1SCC(=O)N1CCCCC1	95.1
COc1c(O)ccc2cnn(-c3ccccc3C)c(=O)c12	98.9
O=C(c1ccccc1)N1CCN(S(=O)(=O)N2CCCCC2)CC1	87.3
CC(C)(C)NC(=O)Cn1nnnc1-c1nonc1N	98.9
Cc1scc(C(=O)N2CCN(S(C)(=O)=O)CC2)c1-c1ccccc1	101.6
C1CCC(Nc2nnnn2C2CCCCC2)CC1	94.9
COc1ccc(N(CC(=O)NCc2ccco2)S(C)(=O)=O)cc1Cl	87.1

Some of these compounds in order of SMILES length, lowest first.
structure	SKBR3 24h inh
C1CCC(Nc2nnnn2C2CCCCC2)CC1	94.9
COc1ccc(C(O)c2nc3ccccc3s2)cc1 (centres undefined)	103.3
COc1c(O)ccc2cnn(-c3ccccc3C)c(=O)c12	98.9
COc1ccc(N(CC(=O)NCc2ccco2)S(C)(=O)=O)cc1Cl	87.1
Cc1scc(C(=O)N2CCN(S(C)(=O)=O)CC2)c1-c1ccccc1	101.6
COc1ccc(C(=O)Nc2ccc(S(=O)(=O)Nc3onc(C)c3C)cc2)cc1OC	98.2

Following part:
structure	SKBR3 24h inh
CC(C)CCNc1nc2c(cc1C#N)COC(C)(C)C2	79.5
CCCCCCS(=O)[C@H]1CS(=O)(=O)C[C@@H]1S(=O)CCCCCC (some centres undefined)	96.3
CN(C)c1ccccc1C(=O)c1ccccc1N(C)C	96.5
O=C(CSc1nnc(-c2ccncc2)n1C1CCCCC1)Nc1cccc(O)c1	90.5
CCCCC(=O)Nc1cccc(-c2nnc(-c3ccccc3)o2)c1	73.9
CC1CN(C(=O)N[C@@H](Cc2ccccc2)C(=O)O)CC(C)O1 (some centres undefined)	82.3
CCOC(=O)c1cc(C)[nH]c(=S)c1C#N	95.9
O=C(c1ccc(COc2ccc3c(c2)CCC3)o1)N1CCN(c2ccccc2)CC1	85.6
COC(=O)c1nnn(-c2nonc2N)c1CSCCO	93.6
CCOC(=O)CSc1nnc(-c2ccc(S(=O)(=O)N3CCOCC3)cc2)n1-c1ccccc1	86.2
CN(CP(=O)(O)CN(C)S(C)(=O)=O)S(C)(=O)=O	69.7
O=C(NCCCn1ccnc1)c1cc(-c2cccs2)on1	76.8
OC(COc1ccc(OCc2ccccc2)cc1)CN1CCCCC1 (centres undefined)	76.6
CCOc1ccc(OCCSc2nnnn2C2CCCCC2)cc1	83.9
N#C/C(=C\N1CCN(Cc2ccc3c(c2)OCO3)CC1)c1nc2ccccc2s1	68.6
O=C(CCn1nc(-c2ccccc2)ccc1=O)N1CCCC1	88.7
CC(C)N(Cc1nc(-c2ccccc2)no1)C(=O)CN(C)S(=O)(=O)c1ccccc1	85.3
O=C1NC2=C(C(=O)c3ccccc32)C(c2ccccc2)N1 (centres undefined)	89.6
O=C(CCCNS(=O)(=O)c1cccc2nsnc12)NCc1ccc(Cl)cc1	75.1
N#Cc1ccccc1NC(=O)CSc1nccn1CCc1ccccc1	89.0
CC(C)(C)C(=O)CCN1C(=O)C2(OCCO2)c2ccccc21	102.3
CCN(CC)C(=O)C1CCN(Cc2cccc(OCc3ccccc3)c2)CC1	90.6
C=CCNc1ncnc2c1cnn2-c1ccc(OC)cc1	103.9
NC(=O)C1(N2CCCCC2)CCN(C2CC(=O)N(Cc3cccs3)C2=O)CC1 (centres undefined)	97.6
CCOC(=O)CNC(=O)c1sc2nc(C)cc(C)c2c1N	87.4
C[C@H](NC(=O)NCc1cccs1)C(=O)O	103.7
CN1CCC2(CC1)C1CN(C)CC=C1C(C#N)=C(N)C2(C#N)C#N (centres undefined)	105.2
CCc1cc(C(=O)OC)c(NC(=O)CCC(=O)O)s1	94.4
CC(NC(=O)c1ccco1)c1ccc2c(c1)OCCO2 (centres undefined)	111.7
O=c1[nH]cnc2scc(-c3ccc(F)cc3)c12	88.4
O=C(NCCCNC(=O)C(F)(F)C(F)F)C(F)(F)C(F)F	96.3
CC(=O)c1cc(OC(=O)c2ccncc2)ccc1OC(=O)c1ccncc1	126.6
COCCN1Cc2cccc(C(=O)Nc3cc(C)cc(C)c3)c2C1=O	68.7
Cc1nnsc1C(=O)Nc1ccccc1Cl	103.4
c1ccc(-c2csc(-n3cnnn3)n2)cc1	99.3
c1ccc(-n2ncc3c(NCCCN4CCOCC4)ncnc32)cc1	91.2
N#Cc1nc(COc2ccc(-c3ccccc3)cc2)oc1NCCCN1CCOCC1	77.4
CCc1c(C)nc2cc(-c3ccc(OC)c(OC)c3)nn2c1N1CCCC1	73.2
O=C(CCn1c(=O)c2ccccc2n(Cc2cc(=O)n3ccccc3n2)c1=O)NCc1ccco1	92.5
CC(=O)Nc1ccc(S(=O)(=O)n2cnc3cc(C)c(C)cc32)cc1	66.1
O=C(NCc1ccc2c(c1)OCO2)c1c(O)c2cccc3c2n(c1=O)CCC3	113.6
CC(=O)N1CC2(C)CN(C(C)=O)CC(C)(C1)C2	100.5
Cc1ccc(C(C(=O)NCc2ccc(F)cc2)N(C(=O)c2csnn2)C2CC2)o1 (centres undefined)	99.2
CCc1nnc2c3cnn(-c4ccccc4)c3ncn12	93.3

Only part of the results is shown; the hit share may differ from the screen's.
